Source: PubChem BioAssay (National Center for Advancing Translational Sciences (NCATS))
D1 ag: agonists of human D1 dopamine receptor; HEK293 T-REx D1 cells, calcium flux, agonist mode; activation, % at 2 µM; 360,000 tested, 1% active; AID 504660; in the data active = activation above about 30%; also: 0% is about no effect
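Tetracycline-induced HEK293 TREx D1 cells, force-coupled to calcium signalling, were dye-loaded with a no-wash calcium kit. Compound was pin-added after a 10 s baseline. Fluorescence was read kinetically at 1 cycle/s for 180 s, with calcium rises flagged as agonism.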
D1 antag: blocks dopamine activation of the human D1 receptor. P21728. HEK293 TREx D1 cells, calcium flux, dopamine EC80; stronger effect = lower value. activity change, negative = inhibition, % at 10 µM. 360,000 tested, 3.2% active; in the data active = activity change below about -30%; also: % is scaled to controls: 0 for no effect and ±100 for the full control effect
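After overnight tetracycline induction at 30 C, force-coupled D1 HEK293 cells took up a no-wash calcium dye at room temperature. Compounds were added and monitored 180 s, and the response to EC80 dopamine was then recorded.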
RXFP1 antag: RXFP1 (human) relaxin receptor antagonism. Q9HBX9. HEK293-RXFP1, relaxin-stimulated cAMP HTRF, 30 min; stronger effect = lower value. activity change, negative = inhibition, % at 57.5 µM. 350,000 tested, 0.59% active. AID 1259400;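 active = activity change of -60% or lower, but not beyond a set lower limit; inconclusive = change between -60% and -40%, or beyond the set limit; inactive = change above -40%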; also: % is scaled to controls: 0 for no effect and ±100 for the full control effect
Glioma ERSR ind: induces the endoplasmic reticulum stress response in human glioma cells; U87-MG GRP78 promoter luciferase reporter, 16 h; Potency, µM, for the others: at the highest dose activation, hits mostly activators; 420,000 tested, 0.02% active; also: potency is read from the fitted curve at half-maximal effect; series mostly up to about 76 µM; % of control where 0% means no effect; nearly all actives have a fitted effect of over 35% in size
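Stably transfected U87-MG glioma cells carrying a GRP78-based luciferase sensor; 16 h compound incubation. Luminescence end-point read 10 min after Bright-Glo addition at room temperature.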
RXFP1 agonist: activates the human relaxin receptor RXFP1; Potency, µM (doses to about 57.5 µM), for inactives: at the highest dose activation, usual class: activators; HEK293T-RXFP1 cAMP TR-FRET, 30 min; response scale: percent of porcine relaxin response, buffer zero; AID 2676; 370,000 tested, 0.3% active; also: potency is read from the fitted curve at half-maximal effect; % is scaled to controls: 0 for no effect and ±100 for the full control effect; nearly all actives have a fitted effect of over 60% in size; many of its hits are not listed in these tables
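Agonist response is measured as cAMP accumulation in an RXFP1-transfected HEK293T line under PDE4 inhibition. Values are scaled between buffer-only and 29 nM porcine relaxin, and EC50s come from standard Hill equation fits.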
D2 potentiator: positively modulates the human D2 dopamine receptor allosterically; P14416; HEK293 T-REx D2, calcium flux, EC20 dopamine potentiation; potentiation, % at 10 µM; 340,000 tested, 0.34% active; AID 485347;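 active = potentiation over 3 SD above the plate norm, cut at about 30% in these data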; also: 0% is about no effect
Target sequence (P14416 whole entry, looked up): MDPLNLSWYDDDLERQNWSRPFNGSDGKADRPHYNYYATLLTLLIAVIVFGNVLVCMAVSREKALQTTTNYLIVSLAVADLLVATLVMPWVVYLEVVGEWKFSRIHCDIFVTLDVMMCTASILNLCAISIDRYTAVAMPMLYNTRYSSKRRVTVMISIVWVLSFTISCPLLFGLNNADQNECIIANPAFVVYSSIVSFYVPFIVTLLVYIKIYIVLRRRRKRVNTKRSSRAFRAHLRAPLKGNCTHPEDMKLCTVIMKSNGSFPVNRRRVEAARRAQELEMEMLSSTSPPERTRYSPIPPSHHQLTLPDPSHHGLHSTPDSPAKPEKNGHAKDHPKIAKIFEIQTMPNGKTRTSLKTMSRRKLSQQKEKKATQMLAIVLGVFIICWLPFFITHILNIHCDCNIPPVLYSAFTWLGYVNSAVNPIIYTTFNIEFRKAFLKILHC
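Primary screen. Calcium kinetics in induced HEK293 T-REx D2 cells: compound pre-addition 180 s, EC20 dopamine, 180 s more.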
D1 PAM: enhances dopamine response at the human D1 receptor | AID 504651 | 360,000 tested, 0.036% active | HEK293 TREx D1 cells, calcium flux, dopamine EC20 potentiation | potentiation, % at 10 µM | P21728; in the data active = potentiation above about 30%; also: 0% is about no effect
Vif-A3G inh: Vif-A3G binding inhibition | Q9HC16 | HeLa A3G-eYFP + Vif (tagged APOBEC3G with the HIV-1 protein that degrades it), YFP fluorescence, overnight | Potency, µM (series often up to 46.1 µM), inactives show at the highest dose activity, negative = active, hits mostly inhibitors | 410,000 tested, 0.076% active | AID 602310;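 also: potency is read from the fitted curve at half-maximal effect; % is scaled to controls: 0 for no effect and ±100 for the full control effect; nearly all actives have a fitted effect of over 60% in size; hits raise eYFP signal because A3G escapes Vif-driven loss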
Target sequence (Q9HC16 whole entry, looked up): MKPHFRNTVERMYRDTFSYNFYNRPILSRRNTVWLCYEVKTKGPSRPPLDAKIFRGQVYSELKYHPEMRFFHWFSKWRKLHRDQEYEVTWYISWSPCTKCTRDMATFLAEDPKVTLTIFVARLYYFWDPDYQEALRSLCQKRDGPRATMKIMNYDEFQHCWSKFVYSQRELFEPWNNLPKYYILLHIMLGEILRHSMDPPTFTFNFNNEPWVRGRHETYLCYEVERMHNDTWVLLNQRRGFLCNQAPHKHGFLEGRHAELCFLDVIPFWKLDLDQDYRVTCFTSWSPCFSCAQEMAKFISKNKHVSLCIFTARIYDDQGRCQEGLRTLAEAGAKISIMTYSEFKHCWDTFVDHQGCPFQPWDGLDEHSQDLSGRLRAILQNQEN
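HeLa cells stably expressing Vif and C-terminally eYFP-tagged A3G, seeded overnight at 37 deg C, then exposed to compound by pintool overnight at 37 deg C. Rise in yellow fluorescence (Ex 488/Em 500-530, Acumen) marks blocked Vif-driven A3G degradation.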
Vif-APOBEC3F blk: blocks the Vif interaction with APOBEC3F; 390,000 tested, 0.2% active; Potency, µM (titrated, usually from 46.1 µM), inactives show at the top dose activity, negative = active; HeLa A3F-eYFP + Vif (tagged APOBEC3F with the HIV-1 protein that degrades it), YFP fluorescence increase; AID 602313; also: potency is read from the fitted curve at half-maximal effect; % of control where 0% means no effect; nearly all actives have a fitted effect of over 65% in size
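HeLa cells stably expressing Vif plus C-terminally eYFP-tagged A3F were seeded, incubated overnight at 37 deg C, dosed with compound, incubated overnight again at 37 deg C. Yellow fluorescence (Ex 488/Em 500-530) reported blocked Vif-mediated A3F-eYFP degradation.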
Active calls of the source: *. Unless noted, calls follow the shape of the dose curve; as a rule, active = well fitted curve in the direction sought with a large enough effect; inconclusive = small, poorly fitted or top-dose-only effect, or another doubt; inactive = no such curve, though single readings can be large; an effect the other way counts as inactive or inconclusive. Some of the compounds tested, so the mix of outcomes need not match the whole.

Cc1ccc(C(=O)Nc2ccc3cn[nH]c3c2)cc1S(=O)(=O)N1CCCCC1 was read as D1 ag 4, RXFP1 antag -4, Glioma ERSR ind 0%, RXFP1 agonist 1.5%, D2 potentiator -12, D1 PAM 0, Vif-A3G inh 0% and Vif-APOBEC3F blk 6%.
Screening CCOCN(C(=O)Cn1c(C(C)O)nc2ccccc21)c1c(C)cccc1CC (configuration not stated) returned D1 ag 10, D1 antag 7, RXFP1 antag -6, Glioma ERSR ind -4%, RXFP1 agonist 2.4%, D2 potentiator -5, D1 PAM 12, Vif-A3G inh -3% and Vif-APOBEC3F blk 3%.
`COc1cc(C)c(Cl)cc1S(=O)(=O)N(C)C` gave D1 ag 9, D1 antag 0, RXFP1 antag 6, Glioma ERSR ind -3%, RXFP1 agonist 0.3%, D2 potentiator 20, D1 PAM 4, Vif-A3G inh -6% and Vif-APOBEC3F blk 6%.
CC(C)CCOc1ccc(C(=O)NCC(c2cccs2)N2CCOCC2)cc1 (configuration not stated) was read as D1 ag 0, D1 antag -1, RXFP1 antag 8, Glioma ERSR ind -4%, RXFP1 agonist 0.1%, D2 potentiator 3, D1 PAM -6, Vif-A3G inh 0% and Vif-APOBEC3F blk -18%.
`O=C1CNC(=O)N1c1ccc(Cl)cc1` gave D1 ag 3, D1 antag 0, RXFP1 antag 10, Glioma ERSR ind -6%, RXFP1 agonist 1.8%, D2 potentiator 8, D1 PAM -1, Vif-A3G inh -9% and Vif-APOBEC3F blk -9%.
For CCN(Cc1ccccc1)S(=O)(=O)c1ccc(C(=O)N(CCCN(C)C)c2nc3cc4c(cc3s2)OCCO4)cc1 the results were D1 ag 3, D1 antag -41*, RXFP1 antag -15, Glioma ERSR ind -7%, RXFP1 agonist -1.1%, D2 potentiator 4, D1 PAM -4, Vif-A3G inh -12% and Vif-APOBEC3F blk 7%.
`O=C(Nc1ccc(Cl)cc1)Nc1ccc2c(c1)OCO2` gave D1 ag 7, D1 antag 0, RXFP1 antag -7, Glioma ERSR ind 0%, RXFP1 agonist 3.2%, D2 potentiator -2, D1 PAM -3, Vif-A3G inh -6% and Vif-APOBEC3F blk 2%.
Screening CC(C)CNS(=O)(=O)c1ccc(S(=O)(=O)N2CCN(CCC#N)CC2)cc1 returned D1 ag -1, D1 antag -6, RXFP1 antag 11, Glioma ERSR ind -3%, RXFP1 agonist 1.8%, D2 potentiator 2, D1 PAM 1, Vif-A3G inh 0% and Vif-APOBEC3F blk -4%.
For COc1cc(C(=O)N2c3ccccc3CCC2C)cc(OC)c1OC (configuration not stated) the results were D1 ag 0, D1 antag -24, RXFP1 antag 0, Glioma ERSR ind -3%, RXFP1 agonist -2.5%, D2 potentiator -8, D1 PAM 3, Vif-A3G inh -3% and Vif-APOBEC3F blk -4%.
Cc1onc(-c2ccccc2Cl)c1C(=O)Oc1cccc2cccnc12 was read as D1 ag 2, D1 antag -7, RXFP1 antag -23, Glioma ERSR ind -11%, RXFP1 agonist -1.0%, D2 potentiator 2, D1 PAM 8, Vif-A3G inh -1% and Vif-APOBEC3F blk 3%.
Screening O=S(=O)(Nc1ccc(-c2ccc3nncn3n2)cc1)c1ccccc1Cl returned D1 ag 4, D1 antag -21, RXFP1 antag -18, Glioma ERSR ind -5%, RXFP1 agonist 8.1%, D2 potentiator 4, D1 PAM -5, Vif-A3G inh -5% and Vif-APOBEC3F blk 4%.
`O=C(c1ccccn1)N1N=C2/C(=C/c3ccccc3)CCCC2C1c1ccccc1` (configuration not stated) gave D1 ag 3, D1 antag 34, RXFP1 antag -16, Glioma ERSR ind -7%, RXFP1 agonist 0.4%, D2 potentiator -4, D1 PAM 15, Vif-A3G inh 2% and Vif-APOBEC3F blk 10%.

Reprinted from the part before: 2 entries, followed by the next part.
Screening O=S(=O)(Nc1ccc(-c2ccc3nncn3n2)cc1)c1ccccc1Cl returned D1 ag 4, D1 antag -21, RXFP1 antag -18, Glioma ERSR ind -5%, RXFP1 agonist 8.1%, D2 potentiator 4, D1 PAM -5, Vif-A3G inh -5% and Vif-APOBEC3F blk 4%.
`O=C(c1ccccn1)N1N=C2/C(=C/c3ccccc3)CCCC2C1c1ccccc1` (configuration not stated) gave D1 ag 3, D1 antag 34, RXFP1 antag -16, Glioma ERSR ind -7%, RXFP1 agonist 0.4%, D2 potentiator -4, D1 PAM 15, Vif-A3G inh 2% and Vif-APOBEC3F blk 10%.
`O=C1CC(=O)Nc2ccccc2N1` gave RXFP1 antag -2, Glioma ERSR ind -7%, Vif-A3G inh 1% and Vif-APOBEC3F blk 3%.
For Nc1nn(-c2ccccc2)c2ccc([N+](=O)[O-])cc12 the results were D1 ag 0, D1 antag -7, RXFP1 antag 7, Glioma ERSR ind 0%, RXFP1 agonist -17%, D2 potentiator 0, D1 PAM -8, Vif-A3G inh -6% and Vif-APOBEC3F blk inconclusive.
Screening COCCNC(=O)c1ccc(N(C)S(=O)(=O)c2ccc(OC)c(OC)c2)cc1 returned D1 ag -1, D1 antag -5, RXFP1 antag 3, Glioma ERSR ind -3%, RXFP1 agonist 1.2%, D2 potentiator -4, D1 PAM -6, Vif-A3G inh 1% and Vif-APOBEC3F blk -8%.
Screening COc1ccc(-c2oc(=O)c3cc(OC)c(OC)cc3c2C(F)(F)F)cc1 returned D1 ag 1, Glioma ERSR ind -3%, RXFP1 agonist 3.4%, D2 potentiator 6, D1 PAM -5, Vif-A3G inh 2% and Vif-APOBEC3F blk 1%.
CCC(=O)Nc1ccc(C(=O)OCc2ccccc2)cc1 was read as D1 ag 7, D1 antag -15, RXFP1 antag -5, Glioma ERSR ind 10%, RXFP1 agonist -0.8%, D2 potentiator -3, D1 PAM -4, Vif-A3G inh -5% and Vif-APOBEC3F blk 18%.
CCCCc1nnc(NC(=O)CSc2nc(=O)cc(N)n2-c2cccc(C)c2)s1 was read as D1 ag 1, D1 antag -12, RXFP1 antag 25, Glioma ERSR ind -1%, RXFP1 agonist -0.5%, D2 potentiator 9, D1 PAM -4, Vif-A3G inh 1% and Vif-APOBEC3F blk -3%.
Screening CCCN1CCN(S(=O)(=O)c2ccc(-c3cc(C)no3)s2)CC1 returned D1 ag 2, D1 antag -19, RXFP1 antag -19, Glioma ERSR ind -4%, RXFP1 agonist 2.8%, D2 potentiator -4, D1 PAM -5, Vif-A3G inh 1% and Vif-APOBEC3F blk -8%.
For Cc1ccc2[nH]cc(CCNC(=O)c3ccco3)c2c1 the results were D1 ag 2, D1 antag -1, RXFP1 antag 8, Glioma ERSR ind 6%, RXFP1 agonist -2.3%, D2 potentiator -12, D1 PAM -2, Vif-A3G inh 2% and Vif-APOBEC3F blk 5%.
CN1CCN(C(=O)c2ccc(Cl)cc2)CC1 was read as D1 ag 0, D1 antag -5, RXFP1 antag -9, Glioma ERSR ind -4%, RXFP1 agonist -0.9%, D2 potentiator 1, D1 PAM -5, Vif-A3G inh 0% and Vif-APOBEC3F blk 5%.
Screening COc1ccc(S(=O)(=O)NCc2ccco2)c2ccccc12 returned D1 ag 1, D1 antag 2, RXFP1 antag -1, Glioma ERSR ind -1%, RXFP1 agonist 0.8%, D2 potentiator -11, D1 PAM 2, Vif-A3G inh inconclusive and Vif-APOBEC3F blk -13%.
Screening COc1ccc(-n2nc(C(=O)NCC(=O)Nc3cccc(C)n3)c3ccccc3c2=O)cc1 returned D1 ag 2, RXFP1 antag 11, Glioma ERSR ind -3%, RXFP1 agonist 0.4%, D2 potentiator 11, D1 PAM -1, Vif-A3G inh 3% and Vif-APOBEC3F blk -8%.
`Cc1ccc(C(=O)COC(=O)C2CC(=O)N(c3nc(-c4ccccc4)cs3)C2)cc1` (configuration not stated) gave D1 ag 2, D1 antag -21, RXFP1 antag -5, Glioma ERSR ind -4%, RXFP1 agonist 2.9%, D2 potentiator 10, D1 PAM -4, Vif-A3G inh -1% and Vif-APOBEC3F blk 5%.
For CCCC(=O)C1=C(O)C(C(=O)OC)C(C)(C)CC1=NCCc1ccccc1 (configuration not stated) the results were D1 ag 4, D1 antag -4, RXFP1 antag 7, Glioma ERSR ind -1%, RXFP1 agonist -1.4%, D1 PAM -3, Vif-A3G inh 1% and Vif-APOBEC3F blk 5%.
For CCc1ccc(N(CC)C(=O)c2cn(C)c(=O)c3cc(OC)c(OC)cc23)cc1 the results were D1 ag 5, D1 antag 8, Glioma ERSR ind -1%, RXFP1 agonist -1.7%, D2 potentiator -5, D1 PAM 0, Vif-A3G inh -2% and Vif-APOBEC3F blk -6%.
Screening COC(=O)Cn1c(=NC(=O)c2ccc([N+](=O)[O-])s2)sc2cc(Br)ccc21 returned D1 ag 5, D1 antag -5, RXFP1 agonist 0.1%, D2 potentiator 11 and D1 PAM -3.
`Cc1ccc(N2Cc3ccccc3C2=S)cc1` gave D1 ag -2, D1 antag 0, RXFP1 antag -8, Glioma ERSR ind 2%, RXFP1 agonist 1.6%, D2 potentiator -5, D1 PAM 3, Vif-A3G inh -10% and Vif-APOBEC3F blk -3%.
Cc1cccc(-c2noc(Cc3ccc(Cl)cc3)n2)c1 was read as D1 ag 2, D1 antag 9, RXFP1 antag -32, Glioma ERSR ind -2%, RXFP1 agonist -0.2%, D2 potentiator 2, D1 PAM 10, Vif-A3G inh -7% and Vif-APOBEC3F blk -7%.
`O=C(C=Cc1ccccc1)NCCNC(=O)C=Cc1ccccc1` gave RXFP1 antag -8, Glioma ERSR ind -2%, Vif-A3G inh 0% and Vif-APOBEC3F blk 13%.
COc1ccc(-c2oc3ccc(-c4cc(OC)c(OC)c(OC)c4)cc3c2C#Cc2ccsc2)cc1 was read as D1 ag 3, D1 antag 13, Glioma ERSR ind -7%, RXFP1 agonist 4.0%, D2 potentiator 1, D1 PAM 3, Vif-A3G inh 1% and Vif-APOBEC3F blk 6%.
`Cc1cc(N2CCCCC2)nc2ccc(NC(=O)/C=C/c3ccc(OC(C)C)cc3)cc12` gave D1 ag 1, D1 antag -7, RXFP1 antag -8, Glioma ERSR ind -2%, RXFP1 agonist -2.4%, D2 potentiator -3, D1 PAM 3, Vif-A3G inh 3% and Vif-APOBEC3F blk -2%.
Cc1cc2ncn(C3CC(=O)N(Cc4ccccc4)C3=O)c2cc1C (configuration not stated) was read as D1 ag 5, D1 antag -4, RXFP1 antag 1, Glioma ERSR ind -1%, RXFP1 agonist -0.2%, D2 potentiator 39*, D1 PAM 2, Vif-A3G inh 1% and Vif-APOBEC3F blk 1%.
